CAL PDZ FP-1 = blocks peptide binding to the human CAL PDZ domain; Q9HD26; purified CAL PDZ, TMR-peptide fluorescence polarization, 1 h; inhibition, % at 24.9 µM; hit rate 0.92% among 300,000; AID 602252;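 active = mean inhibition of at least 30% with at least half of replicates also reaching 30%; inconclusive = no clear call, values can overlap the other calls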;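 note: 0% = DMSO neutral control and 100% = excess unlabeled competitor peptide PRC23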
Wnt bcat act = Wnt/beta-catenin pathway activation | Wnt/beta-catenin reporter cell assay, activator, plate reader | activation, % at 9.35 µM | hit rate 1.2% among 300,000 | AID 743398; in the data active = activation above about 30%, passing the limit was not always enough; inconclusive = no clear call, values can overlap the other calls;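 note: 0% = neutral control wells and 100% = positive control wells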
dFosB activator = mouse delta FosB homodimer activation; P13346; purified delta FosB, TAMRA-CDK5 oligo fluorescence polarization; percent of positive-control signal above neutral wells; activation, % at 25 µM; hit rate 0.99% among 340,000; AID 493131;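 active = mean activation above about 17%, with every replicate also reaching it, limit read from the data, passing the limit was not always enough; inconclusive = only one of the two conditions met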;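 note: fluorescence polarization rise as delta FosB binds a TAMRA Cdk5 AP-1 oligo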
Target sequence (P13346 whole entry, looked up): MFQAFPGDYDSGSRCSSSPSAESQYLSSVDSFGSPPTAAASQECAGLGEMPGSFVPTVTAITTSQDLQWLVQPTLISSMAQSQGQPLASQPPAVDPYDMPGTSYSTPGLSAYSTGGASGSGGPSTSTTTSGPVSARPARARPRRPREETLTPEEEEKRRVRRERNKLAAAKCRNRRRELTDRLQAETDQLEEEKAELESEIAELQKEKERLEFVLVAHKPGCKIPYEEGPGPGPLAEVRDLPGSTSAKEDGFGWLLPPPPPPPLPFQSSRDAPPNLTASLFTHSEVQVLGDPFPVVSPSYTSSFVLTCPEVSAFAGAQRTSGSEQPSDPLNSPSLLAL
cardiac RTF act = cardiac RTF calcium sensitization | AID 493008 | hit rate 0.24% among 340,000 | activation, % at 7.2 µM | IANBD-labeled TnC RTF fluorescence at EC20 calcium; 0% EC20 calcium, 100% full calcium;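 active = activation above the mean over all tested compounds plus 3 SD, cut at about 30% in these data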;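 note: rise in fluorescence read as greater calcium sensitivity of cardiac thin filaments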
CDK5 p35 inh = inhibitors of human CDK5/p35 kinase; inhibition, % at 10 µM; hit rate 0.01% among 330,000; Recombinant CDK5/p35, ADP-Glo luminescence, 60 min; AID 488839;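 active = highest replicate inhibition of at least 50% and at least 75% of replicates reaching 50%; inconclusive = only one of the two criteria met; inactive = both criteria failed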;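 note: plate controls were DMSO neutral control for no effect and GW8510 at 10 µM for full effect; many of its hits are not listed in these tables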
CAL PDZ FP-2 = inhibitors of human CAL PDZ peptide binding. Q9HD26. purified CAL PDZ, TMR-peptide fluorescence polarization, 1 h. inhibition, % at 20 µM. hit rate 0.02% among 330,000. AID 504414;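 active = highest replicate inhibition of at least 40%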;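 note: plate controls were DMSO neutral control wells for no effect and unlabeled competitor peptide control wells for full effect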
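Test system: purified CerCALP PDZ construct; Compound dosing: one concentration, 20 µM compound; Also added: TMR-labelled reporter peptide T*-PRC34 bound in PDZ groove; Read-out: inhibition from polarization loss; Controls: unlabelled peptide and DMSO controls; Signal: FP readout, S and P plane fluorescence; Incubation: 1 h at RT.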
Rtt109 HAT inh = blocks Candida albicans Rtt109/Vps75 acetyltransferase activity | purified Rtt109/Vps75, ThioGlo CoA-SH fluorescence, 4 h | inhibition, % at 34.9 µM | AID 540336 | hit rate 0.16% among 330,000;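 active = inhibition of at least 50% in every replicate; inconclusive = best replicate reaches 50% inhibition but some replicates fall short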
Target sequence (Q5AAJ8 whole entry, looked up): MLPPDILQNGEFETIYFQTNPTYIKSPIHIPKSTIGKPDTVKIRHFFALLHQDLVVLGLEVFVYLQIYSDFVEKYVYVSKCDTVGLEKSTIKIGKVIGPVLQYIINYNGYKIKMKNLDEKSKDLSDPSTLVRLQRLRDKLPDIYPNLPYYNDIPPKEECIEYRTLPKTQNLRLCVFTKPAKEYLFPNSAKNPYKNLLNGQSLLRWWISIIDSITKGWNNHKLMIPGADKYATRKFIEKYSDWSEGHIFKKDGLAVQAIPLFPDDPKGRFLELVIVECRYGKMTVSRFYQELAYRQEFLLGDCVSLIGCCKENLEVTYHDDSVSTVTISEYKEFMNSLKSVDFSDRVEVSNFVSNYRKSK
V-ATPase pHluor = regulators of yeast V-ATPase proton transport; hit rate 0.37% among 350,000; response, % at 10 µM; S. cerevisiae, pHLuorin cytosolic pH fluorescence; in the data active = response mostly above about 7.3%, no sharp cut-off; inactive = mostly below about 5.4%; note: actives read high; inactives centre near 0; some compounds called inactive have numbers as strong as hits
MITF act = increases MITF-driven TRPM1 promoter luciferase signal; AID 588334; SK-MEL-5 TRPM1-promoter luciferase, 24 h; % of positive control, neutral wells = 0; activation, % at 12.5 µM; hit rate 0.75% among 300,000;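 active = mean activation of at least 80% with every replicate also reaching 80%; inconclusive = mean reaches 80% but some replicate falls short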;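 note: 0% = neutral control wells and 100% = parthenolide positive control wells; values of inactives mirror those of a sister screen read the other way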
Tat transport = blocks Tat-dependent protein export in E. coli | hit rate 0.036% among 340,000 | AID 488895 | inhibition, % at 10 µM | E. coli MC4100 TorA-mCherry Tat export, fluorescence;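 active = mean replicate inhibition at least 50% and at least half of replicates individually reaching 50%; inconclusive = only one of the two criteria met; inactive = neither criterion met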;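 note: exported cargo escapes ClpAP degradation while cytoplasmic cargo is degraded and loses fluorescence; 0% = median of neutral control wells and 100% = median of NaSCN control wells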
* = called active by the depositor; ? = inconclusive; nt = no result given; & = joins results of further samples.

SMILES	CAL PDZ FP-1	Wnt bcat act	dFosB activator	cardiac RTF act	CDK5 p35 inh	CAL PDZ FP-2	Rtt109 HAT inh	V-ATPase pHluor	MITF act	Tat transport
CN(C)c1nc(Nc2ccc(F)cc2)nc(Oc2ccc(F)cc2)n1	-10	0	2	2	1.0	-0.9	2	-4	-9	11
Cc1cccc(C(=O)N(Cc2nc3ccccc3c(=O)[nH]2)C2CCCC2)c1	-1	-4	-3	-3	-2.7	-3.5	8	-3	-8	0
Cn1[nH]c(C(F)(F)F)cc1=O	-2	-3	4	1	-1.3	-2.0	-5	-1	2	-5
CC(=O)c1cccc(NC(=O)CCC(=O)Oc2ccc(C)cc2)c1	-11	0	2	-4	-1.1	0.5	-2	-1	-6	-9
O=C(CN(c1ccc(F)cc1)S(=O)(=O)c1ccc2c(c1)OCCO2)NCC1CCCO1 (stereo unspecified)	-9	nt	-10	-1	-3.2	-1.4	3	2	-11	-2
Cc1ccc(Nc2nnc(-c3ccncc3)s2)c(Br)c1	-4	0	3	-4	0.0	-0.4	-19	3	-3	2
O=C(NCc1ccc(Cl)cc1)c1cc(-c2ccco2)on1	0	nt	-2	-3	1.5	-2.8	5	0	-3	-6
COc1cccc(N2CCN(C(=O)C3C4C=CC5(CN(Cc6ccccc6Cl)C(=O)C35)O4)CC2)c1 (stereo unspecified)	-7	nt	-3	-1	1.2	-0.9	-16	2	-10	-4
CCOC(=O)C1=NOC(CNc2ncc(C(F)(F)F)cc2Cl)C1 (stereo unspecified)	3	0	-8	9	-1.5	-1.0	2	0	3	11
Cc1ccccc1CS(=O)(=O)c1nnc([C@H](CC(C)C)NC(=O)OC(C)(C)C)o1	nt	-3	0	1	-5.6	-1.9	2	0	-82	-9
CCOC(=O)C1CCN(C(=O)CN(c2ccc(Oc3ccccc3)cc2)S(C)(=O)=O)CC1	1	-1	-2	-3	-2.4	-1.3	5	5	-23	4
O=C(CN1C(=O)CCC1=O)Nc1cccc(NC(=O)CN2C(=O)CCC2=O)c1	-5	-1	3	3	3.2	-2.6	2	3	-17	2
O=C(CSC(=S)N1CCCC1)NCC(=O)Nc1ccc(F)c(F)c1	0	-1	-3	-2	0.6	-1.1	11	-1	-7	6
COc1ccc(C(=O)NCC(c2ccc(F)cc2)N2CCOCC2)cc1S(=O)(=O)N1CCCC1 (stereo unspecified)	-1	nt	1	2	0.5	-0.4	-12	-6	nt	-2
O=C(Nc1ccc(Cl)cc1)N(C1=NCCC1)c1ccc(OC(F)F)cc1	-1	15	-1	-5	-0.6	-0.1	-1	-1	52	11
COC(=O)c1ccc(C2c3[nH]c4ccccc4c3C[C@H]3C(=O)N(C4CC4)CC(=O)N23)cc1 (stereo partly specified)	-2	0	-10	1	-0.5	-2.5	-12	1	-5	5
COc1ccc(Cn2nc(-c3ccccc3)c(N3CCCCC3)cc2=O)cc1	-4	3	-7	-4	-0.7	-1.5	8	0	-10	19
O=C(COC(=O)c1cc[n+]([O-])cc1)Nc1ccc([N+](=O)[O-])cc1C(F)(F)F	-3	-2	-2	-9	1.2	-0.8	-10	1	-2	-3
O=C(NCCCO)c1ccc2[nH]c3ccccc3c2c1	-3	nt	6	-2	-2.6	-1.8	7	-1	19	-1
Cc1cc(Cl)ccc1OCC(=O)Nc1nc(-c2cccs2)cs1	-8	-3	-10	16	-0.7	-3.4	2	-3	-6	-1
CCOc1ccc(N2C(=O)c3cccnc3C2Nc2ccc(OC)cc2)cc1 (stereo unspecified)	nt	nt	-9	1	-1.7	0.1	-1	-2	-6	5
CN(C)c1cccc(NC(=O)c2ccco2)c1	nt	2	0	5	0.4	0.6	-4	-1	-14	-5
COC(=O)Cc1c(C(=O)OC)nnn1-c1ccc(OC)cc1	1	1	3	1	1.2	-1.0	-6	1	3	-2
ClC(Cl)(Cl)c1nc(N/N=C/c2ccncc2)c2ccccc2n1	2	-10	-10	0	0.2	-0.4	3	-1	-11	-4
CC(Sc1nnc(-c2ccco2)n1C)C(=O)NC1CCCC1 (stereo unspecified)	-12	-6	1	2	-1.0	-1.0	-3	0	-3	2
O=c1[nH][nH]c(-c2ccccc2)c1C=Nc1ccc(OC(F)(F)F)cc1	0	4	-2	-1	-2.1	-2.1	2	-1	-12	-4
C#CCOCCOCCOCCNc1nc(N2CCN(C(=O)Cn3cc(CCO)nn3)CC2)nc(N2CCN(C(=O)[C@H](CCCCN)n3cc(CC(C)O)nn3)CC2)n1 (stereo partly specified)	-2	-3	0	0	-0.4	-0.8	5	-3	5	-5
Cc1nn(-c2cccc(Cl)c2)c2c1C(c1cccnc1)C(C#N)=C(N)O2 (stereo unspecified)	-3	-6	-6	-2	-9.0	-0.2	1	2	-7	4
O=C(CN(CCc1ccccc1)C(=O)c1csnn1)NC1CCCC1	nt	-1	6	-1	1.6	0.6	1	2	-1	0
CC(=O)c1sc2nc(=O)c(C)nn2c1C	-2	nt	2	3	-1.6	-0.3	8	-2	2	0
NC(=S)NNC(=O)Nc1cccc(Cl)c1	1	-2	3	-2	0.4	-2.2	0	0	8	-6
Cc1nonc1NC(=O)Nc1cccnc1	nt	12	2	1	2.3	-2.7	7	2	nt	1
Cc1cc(C)c(S(=O)(=O)Cc2ccc(Cl)cc2)c(=O)[nH]1	6	0	4	14	0.8	-0.3	1	-1	-6	9
CCOc1ccccc1NC(=O)CSc1nc(=O)n(CCN2CCOCC2)c2c1CCCC2	-3	0	-12	-4	0.3	-2.7	-2	-1	-8	2
CCCC(=O)N1CCN(c2ccc([N+](=O)[O-])c(NC(C)c3ccccc3)c2)CC1 (stereo unspecified)	-2	6	4	-4	-3.6	-0.7	10	-2	nt	5
Cc1cccc(-n2c(C)nc3sccc3c2=O)c1	1	nt	0	12	0.9	-1.5	-2	2	nt	-6
Cc1cc(=O)oc(C)c1C(=O)N1CCCCC1	1	0	-2	6	-3.2	-1.5	-25	-1	8	0
CCOC(=O)c1sc(=NC(=O)C2CC2)n(C)c1C	3	5	-3	-6	1.2	-0.2	1	-1	14	5
CCOP(=O)(OCC)C(C#N)=C1SCN(c2ccccc2)CS1	-7	3	-9	-1	-0.9	-2.2	12	-1	4	0
Cn1nnnc1SCC(=O)NC1CCCC1	8	1	3	-5	0.2	0.1	-10	-1	21	-6
OCCN1CN=C(Nc2nc3ccccc3o2)NC1	3	-1	4	3	-0.3	-1.7	-3	2	3	21
CN1CC[C@@H]2C(=O)N3CCc4ccc(-c5ccc6c(c5)OCO6)cc4[C@@H]3C[C@@H]21	-1	-2	-3	3	-2.3	-3.9	3	-3	-4	-11
C=CCC1CCCC(=O)N2CC[C@H](O)C12 (stereo partly specified)	-2	-2	-6	9	-3.1	-0.8	-3	2	2	34
O=C(N=C1SC2CS(=O)(=O)CC2N1Cc1ccccc1Cl)C1CC1 (stereo unspecified)	-1	-1	-6	0	0.0	-1.6	-2	10	11	10
CCOC(=O)c1sc(NC(=O)CSc2nccn2C)nc1C	0	17	-6	-4	0.3	-3.1	-10	1	46	2
COc1ccc(Cl)cc1NS(=O)(=O)c1cccc(C(=O)NCCCN2CCCC2=O)c1	-2	-1	-9	-2	-3.1	-2.3	1	1	3	19
O=C(COC(=O)C12CC3CC(CC(Br)(C3)C1)C2)Nc1cccnc1Cl	-2	-1	-4	6	0.1	-1.7	11	-2	-5	?
COc1ccccc1CN1CC(C(=O)N2CCN(c3ccc(F)cc3)CC2)CC1=O (stereo unspecified)	-2	nt	-2	7	0.9	-2.1	nt	-4	7	23
Cc1ccc(NS(=O)(=O)c2ccc(N/N=C/c3ccccc3OCC(=O)O)c([N+](=O)[O-])c2)c(C)c1	-3	1	-10	1	1.2	-1.5	7	2	-14	5
CC(NC(=O)Cc1ccsc1)c1ccc(Cl)cc1Cl (stereo unspecified)	2	-4	-3	-3	-1.3	-2.8	-1	-2	-5	-2
COC(=O)C(CO)NC(=O)C1CCCN1C(=O)CNC(=O)OCc1ccccc1 (stereo unspecified)	-4	0	0	-8	0.6	0.2	10	-7	3	-2
Cc1cc(NC(=O)c2ccccc2F)nc2c1c(=O)oc1ccccc12	nt	13	-9	0	-1.2	-0.9	-2	-3	-6	0
COc1cccc(CN2CCN(Cc3cccc(Oc4ccccc4)c3)CC2)c1OC	-4	0	0	0	-0.1	2.5	15	2	6	4
COc1ccc(C)cc1S(=O)(=O)Nc1cc(Cl)ccc1Cl	nt	0	-5	-5	-0.3	-1.1	-10	0	nt	-8
COc1cccc(NC(=O)CSc2nnc3c(n2)[nH]c2ccc(C)cc23)c1	-5	-2	-4	-4	-2.1	-1.9	3	-2	nt	-10
Cc1ccc(Cl)cc1N(CC(=O)N1CCOCC1)S(C)(=O)=O	-3	-1	-4	-2	0.5	0.0	3	0	-2	-2
CCN(CC)C(=O)CSC1=C(C#N)C(c2ccco2)C(C(=O)OCCOC)=C(C)N1 (stereo unspecified)	0&-2	-1	-8&1	0&7	-2.2&-3.1	-0.5&-0.4	-8&2	-2&0	12&19	6&-7
Cc1ccc(C(=O)Nc2ccc3c(c2)OCCO3)c(C)c1	nt	-3	-3	2	5.9	-0.2	1	0	-63	-6
COc1ccc(NC(=O)C2C3C=CC4(O3)C2C(=O)N(CCN2CCCCC2C)C4C(=O)NC2CCCCC2)cc1 (stereo unspecified)	-4	-1	-21	7	1.7	-2.1	17	-1	12	-1
Cc1ccc(NC(=S)N2CCN(C3CCCCC3)CC2)cc1	-2	nt	-2	-3	-1.4	-1.4	1	-1	-12	4

Additional results follow:
SMILES	CAL PDZ FP-1	Wnt bcat act	dFosB activator	cardiac RTF act	CDK5 p35 inh	CAL PDZ FP-2	Rtt109 HAT inh	V-ATPase pHluor	MITF act	Tat transport
Cc1ccccc1NC(=O)CCC(=O)OCC(=O)c1ccc(-c2ccccc2)cc1	-2	-2	11	0	-1.1	-0.5	7	6	nt	-1
COc1ccc(OC)c(C2C(C(=O)c3ccc(C)o3)=C(O)C(=O)N2CCCN2CCOCC2)c1 (stereo unspecified)	-3	nt	-2	10	2.0	-0.4	-1	nt	2	-12
COc1ccc2c(C(=O)NCCCCO)c(-c3ccc(S(C)(=O)=O)cc3)sc2c1	0	-2	-5	-3	-1.7	-0.1	-138	-3	3	0
Cc1ccccc1OCc1nnc(SCC(=O)O)n1-c1ccccc1	-1	10	-5	3	-0.1	-1.3	3	3	nt	2
CCN(CC)C(=O)CSc1nnc(-c2c[nH]c3ccccc23)o1	1	-1	1	-6	1.5	-2.1	2	1	nt	1
Cc1nnc(SCC(=O)N2c3ccccc3Sc3ccccc32)n1N	1	0	5	6	1.6	-1.8	-30	5	-4	2
CC1(C)CC(=O)c2cc(OCC(=O)NCC3CCCO3)ccc2O1 (stereo unspecified)	nt	nt	0	-4	-6.5	-1.0	-129	-1	15	1
Cc1ccc(C)c(C(=O)CN2C3=NCCCN3c3ccccc32)c1	0	2	-5	5	-1.9	-3.8	2	0	-2	-2

High-throughput results (PubChem)

Not a hit list. Share with any hit: about 4.1%.
